CF NFkB block = cystic fibrosis NF-kB activation inhibition; KKLEB NF-kB-GFP reporter, PAF-induced, GFP fluorescence overnight; inhibition, % at 5 µM; 0.86% of 360,000 active; AID 588850;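 active = at least 50% inhibition at 5 µM, scaled per plate between neutral and stimulator controls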;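 note: PAF is a Pseudomonas aeruginosa culture filtrate used as stimulus; plate controls were PAF-stimulated DMSO wells for no effect and unstimulated DMSO wells for full effect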
TRAIL sens C8 = caspase-8 TRAIL sensitization; 1% of 360,000 active; inhibition (viability loss, TRAIL sensitization), % at 10 µM; NB7+C8 cells + TRAIL, ATPlite viability luminescence;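 active = compounds causing at least 50% loss of cell viability in the single-dose screen, relative to plate controls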
LRH-1 inv ag = inverse agonists of human LRH-1 (NR5A2); O00482; HEK293T StAR-luciferase reporter, LRH-1 transfected, 24 h; inhibition, % at 3.6 µM; 0.13% of 360,000 active; AID 602396;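 active = inhibition above the mean inhibition of all tested compounds plus 3 SD, cut at about 73% in these data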;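 note: 0% = DMSO wells and 100% = reporter-only cells lacking LRH-1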
Target sequence (O00482 whole entry, looked up): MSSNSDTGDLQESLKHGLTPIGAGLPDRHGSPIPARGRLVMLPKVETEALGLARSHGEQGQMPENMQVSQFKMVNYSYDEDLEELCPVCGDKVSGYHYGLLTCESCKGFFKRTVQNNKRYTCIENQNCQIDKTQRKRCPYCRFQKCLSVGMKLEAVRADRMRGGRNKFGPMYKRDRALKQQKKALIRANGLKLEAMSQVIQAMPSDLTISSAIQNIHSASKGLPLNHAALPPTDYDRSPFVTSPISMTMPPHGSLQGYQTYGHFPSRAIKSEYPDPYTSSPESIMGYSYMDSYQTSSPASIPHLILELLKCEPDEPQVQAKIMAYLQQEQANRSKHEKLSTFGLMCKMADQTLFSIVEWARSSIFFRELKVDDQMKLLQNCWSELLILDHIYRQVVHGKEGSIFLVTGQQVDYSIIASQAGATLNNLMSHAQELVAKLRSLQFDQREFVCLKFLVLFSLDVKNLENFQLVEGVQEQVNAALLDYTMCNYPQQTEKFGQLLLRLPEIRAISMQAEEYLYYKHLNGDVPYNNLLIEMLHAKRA
EBV LMP1 NFkB = Epstein-Barr LMP1 NF-kappaB reporter inhibition | LMP1-induced NF-kappaB luciferase reporter cells, luminescence | inhibition, % at 12.5 µM | 0.69% of 350,000 active | AID 504558; in the data active = inhibition above about 41%;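 note: 0% = neutral control wells and 100% = reference inhibitor control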
SRC1 inh = inhibits human SRC1 coactivator | Q15788 | HEK293 GAL4-SRC1 luciferase reporter, luminescence | inhibition, % at 3.6 µM | 0.12% of 360,000 active;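 active = inhibition above the campaign mean plus 3 SD, with each screening campaign given its own cutoff, cut at about 60% in these data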;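 note: 0% = DMSO treated cells and 100% = gossypol at 36 µM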
TROY signal inh = TROY signaling inhibition; 0.98% of 360,000 active; inhibition, % at 10 µM; Q293 LMP1-TROYcd NF-kB luciferase reporter, 4 h; AID 1347056;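 active = compounds whose plate-normalised and pattern-corrected inhibition of the luciferase reporter signal at the single screening dose is 50% or more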
NR2F2 inh = NR2F2 (human) inhibition, primary screen; P24468; HEK293T NGFI-A luciferase reporter, luminescence; inhibition, % at 8.6 µM; 0.7% of 370,000 active; AID 686940;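 active = inhibition above a per-plate cutoff, mean inhibition of test wells between control levels plus 3 SD, cut at about 38% in these data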;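 note: cells cotransfected with COUP-TFII expression vector driving the NGFI-A reporter; 0% = median of COUP-TF2 test wells and 100% = reporter-only cells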
Target sequence (P24468 whole entry, looked up): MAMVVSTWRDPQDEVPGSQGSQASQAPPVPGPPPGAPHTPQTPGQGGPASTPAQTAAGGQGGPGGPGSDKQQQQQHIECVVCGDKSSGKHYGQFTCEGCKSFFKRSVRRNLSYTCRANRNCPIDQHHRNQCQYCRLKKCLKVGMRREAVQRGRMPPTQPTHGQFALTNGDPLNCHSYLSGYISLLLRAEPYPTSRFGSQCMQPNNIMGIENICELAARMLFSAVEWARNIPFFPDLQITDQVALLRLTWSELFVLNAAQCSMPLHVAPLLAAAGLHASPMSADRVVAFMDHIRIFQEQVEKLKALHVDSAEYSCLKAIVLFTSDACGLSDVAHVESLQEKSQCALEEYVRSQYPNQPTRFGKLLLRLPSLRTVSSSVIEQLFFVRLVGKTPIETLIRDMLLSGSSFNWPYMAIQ
Shn3 inh set2 = inhibitors of Schnurri-3 3'UTR reporter in osteoblasts. 0.52% of 360,000 active. inhibition, % at 12.5 µM. Clone20 osteoblast Shn3 3'UTR firefly luciferase, 24 h;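 active = mean inhibition of at least 75% with every replicate also reaching 75%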;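 note: 0% = median of neutral control wells and 100% = pilot-screen positive control compound; some compounds past the cut are filed as inactive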
TWEAK Fn14 block = TWEAK-Fn14 signaling inhibition; TWEAK-stimulated Fn14 reporter cells, luciferase luminescence, 8 h; inhibition, % at 10 µM; 2% of 360,000 active; AID 1159606; in the data active = inhibition above about 50%
SRC3 inh = inhibitors of human steroid receptor coactivator 3 (SRC3); Q9Y6Q9; HEK293 GAL4-SRC3 luciferase reporter, luminescence; inhibition, % at 3.6 µM; 0.17% of 360,000 active; AID 588352;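 active = inhibition above a per-campaign cutoff, the mean of all compounds plus 3 SD, cut at about 60% in these data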;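 note: 0% = DMSO-treated cells and 100% = gossypol-treated cells at 36 µM; higher means less SRC3-driven luciferase light from the GAL4 reporter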
KKLEB cytotox = CF airway cell cytotoxicity counter-screen | AID 602141 | 0.36% of 360,000 active | KKLEB CF airway cells viability, ATPlite luminescence, overnight; hits give low values; cells stimulated with P. aeruginosa culture filtrate | activity change (cytotoxicity), % at 5 µM;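 active = corrected activity change at or below -50% at 5 µM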
* hit, by the source's call; / = no result given. An excerpt; the hit share may differ from the screen's.

entry	SMILES	SRC3 inh	NR2F2 inh	SRC1 inh	TRAIL sens C8	TWEAK Fn14 block	LRH-1 inv ag	KKLEB cytotox	CF NFkB block	Shn3 inh set2	EBV LMP1 NFkB	TROY signal inh
1	CC(=O)NC(=O)COC(=O)c1ccc2ncsc2c1	6.0	-3.9	-2.9	-1.6	-7.9	10.1	4.8	-10.3	10.6	-7.4	16.1
2	Cc1ccc(-c2cc(C(=O)NC3CCN(Cc4ccccc4)CC3)c3ccccc3n2)cc1	-1.2	7.1	-2.9	25.1	-2.7	0.1	-17.9	10.8	-8.0	0.7	-10.2
3	CC(=O)Nc1ccc(NC(=O)CC2CCCC2)cc1	-13.6	-6.0	-22.1	-11.2	-1.4	-2.7	6.6	-6.9	-25.4	-8.7	-10.2
4	CCCCCCNC(=O)c1cn(CC)c2cc(N3CCN(C)CC3)c(F)cc2c1=O	-15.3	-12.5	-35.0	20.2	-18.3	11.7	-12.1	4.4	16.8	-2.6	-4.7
5	CCCn1c(CN2CCN(C(=O)OCC)CC2)nc2c1c(=O)n(C)c(=O)n2C	3.0	20.4	1.3	-3.9	1.3	4.8	2.3	-1.1	66.1	6.0	-10.0
6	CCn1cc(C(=O)OCC(=O)Nc2cccc(Cl)c2Cl)c(=O)c2ccc(C)nc21	-0.6	8.5	-16.4	-10.1	-9.5	13.9	-5.0	6.8	3.6	-5.9	14.7
7	O=C(CCC1COc2ccccc2O1)NCc1ccco1 (stereo not given)	4.8	-20.4	-6.7	-10.2	8.6	9.4	1.3	7.1	-0.5	-6.8	-7.7
8	CCOc1ccccc1CNC(=O)c1nn(CC)cc1[N+](=O)[O-]	0.1	0.9	0.9	13.3	8.4	16.5	4.1	-4.7	11.1	5.9	-4.7
9	CCOc1ccc(C(=O)NCCNC(=O)c2ccc(OCC)cc2)cc1	1.0	-12.6	-36.7	-6.0	-5.4	-17.7	9.2	-0.3	5.8	6.6	-14.8
10	CCNC(=O)NC(=O)C(C)Sc1nc2ccccc2n1CC(C)C (stereo not given)	11.9	14.2	-1.2	-1.0	2.2	29.5	-1.7	7.6	14.4	-30.6	27.7
11	Cc1ccccc1-n1c(SCC(N)=O)nc2sc(-c3ccccc3)cc2c1=O	12.6	-15.9	6.4	-9.5	1.0	-20.1	-1.1	3.5	16.3	-0.1	-1.4
12	O=C1c2ccccc2C(=O)N1/N=C/c1ccc(Oc2ccc([N+](=O)[O-])cn2)cc1	19.0	-4.6	-0.7	2.6	-29.8	4.3	-8.5	-10.2	14.6	-8.9	-18.8
13	Fc1ccccc1CSc1nnnn1-c1ccc2c(c1)OCO2	-14.4	4.3	-14.5	0.0	-19.9	-37.1	-2.4	15.9	-16.2	-11.4	-31.4
14	CC(C(=O)NCc1cccnc1)c1ccc([N+](=O)[O-])cc1 (stereo not given)	6.3	-12.2	8.2	-6.7	3.9	-8.0	-7.7	11.0	-11.0	0.4	-9.3
15	CC(C)C(=O)Nc1ccc(-c2csc(-c3ccccc3)n2)cc1	-41.0	-27.1	-85.7	3.3	-26.2	-85.8	2.0	-14.6	-127.8	-27.9	-30.5
16	CC1=C(C#N)C(NC(=O)c2ccc(C)cc2)(C(F)(F)F)C(=O)N1 (stereo not given)	5.8	-7.9	7.2	16.8	-15.2	22.3	-8.1	23.0	17.7	-1.5	-9.3
17	Nc1nc(SCC(=O)Nc2ccc(S(N)(=O)=O)cc2)n[nH]1	13.9	3.9	-26.6	-6.0	3.0	12.8	13.8	-8.5	1.1	5.0	9.2
18	O=C(Cn1ncc(N2CCCC2)c(Br)c1=O)c1ccc(Cl)cc1	-45.1	-14.7	-72.6	-8.6	-19.6	-106.8	-9.5	18.5	-64.4	-36.1	-34.2
19	Cc1cc(C)c(C)c(C(=O)CSc2nnc(-c3ccc4[nH]c(C)c(C)c4c3)o2)c1C	16.8	8.7	6.8	12.4	25.4	-2.3	-0.6	-7.6	37.6	6.4	17.5
20	COc1ccc(CCNC(=O)c2cc3c(=O)n4ccccc4nc3n(C3CCCCC3)c2=N)cc1	10.2	8.9	-1.6	18.3	-14.1	22.7	-28.6	21.5	31.3	-11.2	9.1
21	Cc1cc(NS(=O)(=O)c2ccc(NC(=O)C(C)Oc3ccccc3Cl)cc2)no1 (stereo not given)	-4.6	16.9	15.2	-2.6	0.7	-13.3	-5.8	14.7	-5.1	-3.9	0.7
22	COc1ccc(C(C)(O)c2nc(-c3ccc(OC)nc3)cs2)cc1 (stereo not given)	-11.8	21.2	-1.6	-6.8	-13.2	10.7	-2.1	15.3	1.8	/	-13.5
23	COc1ccc(CCN(C(=O)C(F)(F)F)C(C(=O)NC2CCCC2)c2cccs2)cc1OC (stereo not given)	4.9	-6.1	-22.2	1.9	1.9	2.3	-5.3	3.5	27.8	-2.9	-7.3
24	COc1cccc(NC(=O)COc2ccc(S(=O)(=O)NC(C)C)cc2)c1	3.2	0.1	-15.5	-8.6	0.2	17.3	-2.7	5.7	-6.6	1.4	-5.0
25	O=C(O)CCC(=O)Nc1ccccc1C(=O)NCc1ccccc1	17.7	-4.6	6.8	-7.2	-6.1	-12.1	-2.3	9.8	-8.7	-1.2	8.0
26	COc1ccc(-c2nn(CCC(=O)O)cc2CCC(=O)O)cc1	-1.0	0.3	-0.7	-8.5	-1.7	-29.7	0.2	3.5	3.9	-2.2	-20.3
27	CCN(CC)CCNC(=O)C1(O)c2cc(Br)ccc2NC(=O)N1c1cccc(OC)c1 (stereo not given)	12.5	-4.5	8.5	-11.7	15.6	-1.0	3.2	-5.5	-6.2	-5.8	-18.3
28	Cc1cc(/C=C2\SC(=S)NC2=O)c(C)n1-c1ccc(O)cc1	-42.7	-26.2	-36.8	37.2	10.9	-88.6	-7.8	13.5	-67.5	-6.2	7.2
29	O=C(CN1CCN(c2ccc(O)cc2)CC1)Nc1cc(S(=O)(=O)N2CCOCC2)ccc1Cl	-14.6	4.8	-15.4	-16.8	-3.2	21.3	8.6	4.3	8.7	-9.6	22.8
30	CCOC(=O)c1cc(-c2ccc(/C=C3/C(=O)N(c4ccc(C(=O)O)cc4)N=C3C)o2)ccc1Cl	11.8	-5.7	-25.8	-0.1	0.8	-29.7	-2.4	-31.7	1.8	-1.1	-21.0
31	c1ccc2c(c1)OCC(c1csc3ncnc(N4CCCC4)c13)O2 (stereo not given)	-11.4	7.7	-9.6	13.4	34.3	1.1	-7.7	22.0	71.1	8.8	44.9
32	CC1(C)SC(=S)N(/N=C/c2cccnc2)C1N(O)C(=O)NC1CCCCC1 (stereo not given)	23.8	8.7	11.8	-15.2	-4.5	11.5	-17.4	8.6	-13.4	5.0	6.7
33	COc1ccc(/C=C2/CCc3ccccc3C2=O)cc1CN1CCOCC1	-38.0	5.1	-27.1	6.5	33.0	-23.4	-20.6	21.8	-22.8	-0.2	25.0
34	CCC1=NN2C(=N)/C(=C\c3cccn3-c3ccc(Br)cc3)C(=O)N=C2S1	-4.6	3.7	6.0	-11.3	33.4	-28.1	-5.0	-11.0	11.0	-1.5	10.2
35	Cc1noc(C)c1NC(=O)Nc1ccc2c(c1)CC(=O)N([C@H](C)CO)C[C@@H](C)[C@H](CN(C)CC1CCCCC1)O2	-11.7	-17.1	-4.3	7.9	-1.8	10.7	-8.5	4.1	-18.9	-1.0	1.4
36	C[C@@H]1CN([C@@H](C)CO)C(=O)c2cc(Br)cnc2O[C@H]1CN(C)C(=O)Nc1ccc2c(c1)OCO2	-7.5	24.8	-5.5	-14.9	-12.9	3.0	18.6	-20.8	0.8	-2.6	-4.3
37	Fc1cccc(NC(=S)Nc2ccc(Br)cc2)c1	-11.2	-2.7	-25.1	8.5	-24.4	-16.5	8.2	0.7	50.2	-23.4	-8.6
38	NC(=O)c1ccc(OCC(F)(F)C(F)(F)C(F)(F)C(F)(F)C(F)(F)C(F)F)cc1	10.5	13.9	-23.4	-3.8	12.6	1.4	8.7	6.6	-0.8	-1.5	-36.0
39	CCOc1cccc(-c2c(C(=O)N/N=C/c3ccc(Br)cc3)nnn2-c2nonc2N)c1	6.4	-6.8	-9.0	17.4	-0.1	-6.8	5.4	-28.1	6.3	-34.3	15.4
40	C#CCOCCOCCOCCNc1nc(N2CCOCC2)nc(N2CCN(C(=O)[C@H](CCCCN)n3cc(CCC(=O)O)nn3)CC2)n1	-7.5	-22.6	6.6	-6.8	4.7	6.7	-3.3	6.0	-16.4	2.6	-4.7
41	CCC(C)(C)NC(=O)C(c1ccccn1)N(C(=O)c1csnn1)C1CCCCC1 (stereo not given)	3.7	-7.5	-25.8	-0.4	-6.0	-20.7	3.1	-7.0	-3.5	2.7	-3.5
42	CN(C)CCNC(=O)Nc1ccc(Cl)c(Cl)c1	12.0	13.1	-18.1	-8.5	5.9	5.4	-4.3	14.9	7.7	4.9	0.4
43	COc1ccc(-c2nn(-c3ccccc3)cc2/C=C(\CC(=O)O)c2nc3ccccc3s2)cc1OC	-14.2	-33.7	-35.6	26.8	-8.5	-25.8	8.0	-18.2	-23.1	3.1	-39.8
44	CC1C(=O)C(C)C(c2ccc(Br)cc2)NC1c1ccc(Br)cc1 (stereo not given)	-12.2	-9.1	3.3	-2.0	-71.7	-10.6	-1.6	11.9	12.5	0.6	15.0
45	Cc1cc(NC(=O)c2ccc(S(=O)(=O)N3CCc4ccccc43)cc2)no1	12.1	-0.3	-30.9	0.7	7.7	19.1	7.0	-4.0	-13.2	-2.8	6.8
46	CCN(CC)C(=O)[C@H]1C[C@H](CC(=O)NCCC2=CCCCC2)C(=O)N2CCc3c([nH]c4ccc(Cl)cc34)[C@]12C	5.7	-1.0	-47.1	1.4	37.2	-3.6	-15.6	13.6	2.9	0.4	29.3
47	COc1ccc(NC(=O)CSc2nc3cccnc3n2C)cc1	16.4	15.5	5.5	-1.3	-35.5	-12.7	2.3	-0.8	11.1	4.8	11.6
48	CC1(C)CC(=O)C2=C(C1)Nc1ccccc1NC2c1ccc([N+](=O)[O-])cc1 (stereo not given)	20.4	19.6	-7.6	11.8	-15.2	8.1	-5.4	-11.6	-42.9	-18.4	-12.3
